PostGolgi yeast: phenotypic screen on post-Golgi transport, primary screen; post-Golgi transport phenotypic cell assay; inhibition, % at 10 µM; actives 0.9% (n = 98,000);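 also: yeast cells grown in 1536-well plates; yeast grown about 18 h at 30C before absorbance read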
sEH inhibitor: soluble epoxide hydrolase inhibitors, primary screen, biochemical, human sEH. actives 0.34% (n = 91,000). Bifunctional epoxide hydrolase 2 (Homo sapiens), P34913. inhibition, % at 2 µM. recombinant human sEH enzymatic activity assay; in the data active = inhibition above about 80%; also: values of inactives mirror those of a sister screen read the other way; many of its hits are not listed in these tables
PostGolgi ctrl: growth inhibition of yeast control strain, primary screen, counter-screen for post-Golgi transport modulator project. AID 738, 2007. inhibition, % at 10 µM. efflux-deficient yeast background strain, growth absorbance A615, 16 h. actives 5% (n = 98,000)
S1P2 agonist: S1P2 receptor agonists, primary screen, cell-based | activation, % at 4.5 µM | S1P2-expressing cell line, agonist reporter read-out | Sphingosine 1-phosphate receptor 2 (Homo sapiens), O95136 | actives 0.46% (n = 97,000); in the data active = activation above about 16%;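 also: 0% = vehicle low control and 100% = maximal reference agonist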
sEH activator: soluble epoxide hydrolase activators, primary screen, biochemical, human sEH. actives 0.04% (n = 91,000). AID 717, 2007. purified human sEH enzymatic activity, activator screen. activation, % at 2 µM; in the data active = activation above about 37%; also: values of inactives mirror those of a sister screen read the other way
S1P2 antag: human S1P2 receptor antagonists, primary screen, cell-based. actives 0.21% (n = 97,000). cell-based S1P2 antagonist assay, inhibition at 5 uM. inhibition, % at 5 µM; in the data active = inhibition above about 45%;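 also: CRE beta-lactamase reporter cells expressing human S1P2 stimulated with S1P; 0% = agonist at EC80 alone and 100% = agonist plus reference antagonist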
CYP2C19 inh: blockers of cytochrome P450 2C19 activity – biochemical, luminescence, ADME assay, primary screen | CYP2C19 Supersomes, luciferin-H EGE luminescence, 30 min | inhibition, % at 5 µM | actives 21% (n = 96,000);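 active = CYP2C19 inhibition above a set limit at 5 µM in the primary screen, cut at about 50% in these data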;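 also: plate controls were negative control wells for no effect and 2.5 mM tranylcypromine positive control for full effect; values of inactives mirror those of a sister screen read the other way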
Target sequence (P33261 whole entry, looked up): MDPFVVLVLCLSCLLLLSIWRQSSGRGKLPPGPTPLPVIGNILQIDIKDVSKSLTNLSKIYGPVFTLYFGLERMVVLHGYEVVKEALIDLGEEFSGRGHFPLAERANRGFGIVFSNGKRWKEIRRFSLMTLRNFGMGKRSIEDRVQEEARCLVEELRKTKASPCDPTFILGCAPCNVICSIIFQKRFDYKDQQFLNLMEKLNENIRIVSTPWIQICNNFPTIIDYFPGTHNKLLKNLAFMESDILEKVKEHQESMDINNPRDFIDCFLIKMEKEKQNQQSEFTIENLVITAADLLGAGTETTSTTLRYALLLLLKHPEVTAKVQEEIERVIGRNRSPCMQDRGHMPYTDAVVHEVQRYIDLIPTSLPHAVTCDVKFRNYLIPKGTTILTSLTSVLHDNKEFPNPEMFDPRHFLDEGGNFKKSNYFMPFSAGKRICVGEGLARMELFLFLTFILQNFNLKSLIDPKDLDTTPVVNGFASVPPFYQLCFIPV
CYP2C19 activ: human CYP2C19 activators, primary screen, biochemical, luminescence; Cytochrome P450 2C19 (Homo sapiens), P33261; recombinant CYP2C19, luciferin-H EGE luminescence; active compounds read high; 0 = fully inhibited enzyme, 1 = untreated enzyme; activation factor at 5 µM; 96,000 tested, under 10 active;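 active = activation factor of at least 2 at 5 µM in the primary screen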;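 also: 0 = wells with 2.5 mM tranylcypromine and 1 = vehicle-only wells; values of inactives mirror those of a sister screen read the other way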
hDAT+cocaine: changed hDAT dopamine uptake under cocaine IC80, either direction, primary screen, cocaine antagonist project, cell-based, LLC-PK1 hDAT, [14C]-dopamine uptake, MLSMR | LLC-PK1 hDAT cells, [14C]-dopamine uptake with cocaine IC80; actives deviate in either direction | B-score at 10 µM | actives 1.3% (n = 110,000);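 active = Z score or B-score, a plate-position-corrected score, falls beyond the plate's 99.7% confidence bounds, in either direction; inactive = both scores lie inside the 99.7% bounds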;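 also: scored against the spread of the other compound wells on the same plate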
Target sequence (Q01959 whole entry, looked up): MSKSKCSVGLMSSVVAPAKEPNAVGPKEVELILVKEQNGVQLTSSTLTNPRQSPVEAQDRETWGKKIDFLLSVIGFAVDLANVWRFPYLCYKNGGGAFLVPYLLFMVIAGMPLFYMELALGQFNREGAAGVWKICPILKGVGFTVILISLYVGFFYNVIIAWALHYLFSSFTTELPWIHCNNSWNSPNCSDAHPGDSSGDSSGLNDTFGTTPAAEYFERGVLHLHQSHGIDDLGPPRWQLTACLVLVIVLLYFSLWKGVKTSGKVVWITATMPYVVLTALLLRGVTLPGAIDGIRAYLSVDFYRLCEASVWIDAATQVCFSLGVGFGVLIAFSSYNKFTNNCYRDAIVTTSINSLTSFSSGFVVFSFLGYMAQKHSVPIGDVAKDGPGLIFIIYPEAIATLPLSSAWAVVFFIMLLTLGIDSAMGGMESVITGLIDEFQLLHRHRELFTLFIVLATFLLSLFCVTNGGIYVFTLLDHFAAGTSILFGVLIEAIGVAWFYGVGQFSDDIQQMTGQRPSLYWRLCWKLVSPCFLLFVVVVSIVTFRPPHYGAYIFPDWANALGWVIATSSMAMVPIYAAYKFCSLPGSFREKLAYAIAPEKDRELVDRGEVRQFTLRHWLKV
* = called active by the depositor; x = no result given. Rule as the data show it, unless noted: active = inhibition above about 30%; inactive = the rest. Random draw from the library; about 24% have a hit in one of these screens.

SMILES | PostGolgi yeast | sEH inhibitor | PostGolgi ctrl | S1P2 agonist | sEH activator | S1P2 antag | CYP2C19 inh | CYP2C19 activ | hDAT+cocaine
O=C(NC1CCCCC1)NC1CCN(CC(=O)N2CCOCC2)CC1 | 6.2 | 51.6 | 4.0 | -7.2 | -50.1 | 1.0 | -3.9 | 1 | 0.00784
CCOC(=O)c1sc(=NC(=O)c2cccc(OC)c2)n(C)c1C | -8.7 | -1.2 | 14.8 | -7.6 | -0.1 | 25.7 | 12.7 | 0.9 | -0.317
Cc1ccc(NC(=O)CSc2nc(-c3ccco3)cc(C(F)(F)F)n2)cc1C | x | 35.3 | x | -5.2 | -36.5 | -10.9 | x | x | -0.0699
CCCn1c(NCc2cccc(OC)c2OC)nc2ccccc21 | -2.2 | -2.2 | -2.3 | -6.0 | 1.3 | 13.8 | 23.2 | 0.8 | -0.816
COc1ccc(N=C2C(=Nc3ccc(OC)cc3)N(c3ccc(OC)cc3)C(=S)N2C(=O)c2ccc(OC)cc2)cc1 | x | -4.3 | x | 1.0 | 4.4 | -6.3 | x | x | 0.532
CCOc1ccccc1NC(=O)N1CCC(NC(=O)c2cccc(C)c2)CC1 | 4.0 | -7.6 | 9.6 | -7.3 | 9.4 | 14.2 | 36.7 | 0.6 | 1.23
CCOC(=O)c1ccc(S(=O)(=O)N2CCN(CC3CC=CCC3)CC2)cc1 (centres undefined) | 0.8 | 7.9 | 2.2 | 0.5 | -8.3 | -4.2 | 5.3 | 0.9 | -1.15
Cc1ccc(S(=O)(=O)NC(=O)NC(C)(C)C)cc1 | -2.6 | x | 10.7 | x | x | x | 5.2 | 0.9 | -1.08
O=C(CS(=O)(=O)c1c[nH]c2ccccc12)N1CCCCC1 | 12.2 | -1.6 | -0.5 | -13.3 | 2.9 | 20.2 | 63.7* | 0.4 | -0.345
c1cc(CNC2=NCCCCC2)ccn1 | 1.6 | 3.1 | 14.0 | -4.6 | -3.9 | 4.6 | -22.3 | 1.2 | -0.0136
Fc1ccc(OCc2nn3c(Cn4nnc5ccccc54)nnc3s2)cc1 | 7.1 | x | 6.9 | x | x | x | 26.6 | 0.7 | -1.53
COc1ccc(N2C(=O)CC(Nc3ccc(N4CCOCC4)cc3)C2=O)c(OC)c1 (centres undefined) | -2.8 | -5.3 | 21.7 | -3.7 | 5.0 | -15.2 | 4.5 | 1 | 0.00186
O=C(Cn1cnc2c(nnn2-c2ccccc2)c1=O)N1CCC(Cc2ccccc2)CC1 | -3.1 | -3.9 | 9.1 | -13.0 | 3.1 | -0.8 | 43.2 | 0.6 | 0.704
COc1ccc(NC(=O)CN2C(=O)c3cccc4cccc2c34)cc1OC | -9.4 | -8.5 | -0.1 | -2.7 | 10.0 | -27.2 | -0.8 | 1 | -0.0845
O=C(Nc1ccc(-c2nnc3n2CCCCC3)cc1)c1cnccn1 | 5.2 | 11.9 | 4.9 | 3.0 | -13.6 | -6.7 | 29.0 | 0.7 | x
Cn1c(=O)c2c(ncn2CC(N)=O)n(C)c1=O | -3.6 | -9.2 | 5.0 | -2.4 | 8.8 | 7.6 | -5.4 | 1.1 | -0.0735
Cc1cc(C)c(NC(=O)Cn2cc3c(n2)CCCC3)c(C)c1 | 1.1 | x | 13.6 | x | x | x | 8.4 | 0.9 | 0.0152
O=C(Nc1nc(-c2ccco2)cs1)c1ccccc1 | -6.7 | x | -6.5 | -3.8 | x | -0.2 | 15.3 | 0.8 | -0.76
CCOCc1cnc(C)nc1NCC(=O)c1c(C)[nH]c2ccccc12 | -8.5 | 3.9 | -7.2 | -5.8 | -0.4 | -1.7 | 1.5 | 1 | 1.01
Cc1ccc(SC(C)C(=O)Nc2c(C)n(C)n(-c3ccccc3)c2=O)cc1 (centres undefined) | 4.5 | 1.0 | -0.9 | -0.5 | 1.2 | 0.9 | 16.8 | 0.8 | 1.12

Next part (two carried over from the part before).
SMILES | PostGolgi yeast | sEH inhibitor | PostGolgi ctrl | S1P2 agonist | sEH activator | S1P2 antag | CYP2C19 inh | CYP2C19 activ | hDAT+cocaine
CCOCc1cnc(C)nc1NCC(=O)c1c(C)[nH]c2ccccc12 | -8.5 | 3.9 | -7.2 | -5.8 | -0.4 | -1.7 | 1.5 | 1 | 1.01
Cc1ccc(SC(C)C(=O)Nc2c(C)n(C)n(-c3ccccc3)c2=O)cc1 (centres undefined) | 4.5 | 1.0 | -0.9 | -0.5 | 1.2 | 0.9 | 16.8 | 0.8 | 1.12
CCc1ccc2c(c1)cc(CN(C(=S)Nc1ccccc1Cl)C1CC1)c1nnnn12 | 19.1 | x | -9.5 | -4.4 | x | 1.3 | -11.2 | 1.1 | -0.807
CC(=O)OC(C)(C)C#CCN1CCCC1 | 1.0 | 13.1 | 7.1 | -2.4 | -13.0 | 14.0 | -10.2 | 1.1 | -0.0197
CCCCn1c(-c2nn(C)c(C)c2Cl)n[nH]c1=S | 6.9 | -1.4 | 20.3 | -3.5 | 3.1 | 10.8 | 18.9 | 0.8 | 1.63
O=C(Nc1nnc(Cc2ccccc2)s1)c1cccs1 | 0.6 | x | -1.4 | -3.0 | x | -2.3 | 2.6 | 1 | -1.4
COc1ccc(NC(=O)CSc2nnc(CNC(=O)c3ccco3)n2-c2ccccc2OC)cc1 | 4.7 | 3.6 | -1.8 | -5.5 | -5.4 | -12.8 | 4.7 | 1 | -0.69
O=C(CCCCCn1c(=O)[nH]c2ccsc2c1=O)NCc1ccc2c(c1)OCO2 | 10.8 | 48.0 | -3.2 | -6.9 | -49.5 | -8.6 | 31.5 | 0.7 | 0.0168
CCOc1ccc2nc(NC(=O)CS(=O)(=O)c3ccccc3)sc2c1 | -4.2 | 5.0 | 51.1* | -1.2 | -2.8 | -18.6 | 23.8 | 0.8 | 0.708
COc1cccc(NS(=O)(=O)c2c(C)cc(C)cc2C)c1 | -4.3 | 3.0 | 32.0* | -4.6 | -5.2 | 27.4 | 100.0* | 0 | 1.52
Cc1cc(CNC(=O)Cc2c(F)cccc2Cl)nn1C | 23.0 | 5.3 | -8.3 | -6.1 | -2.8 | 7.6 | 8.1 | 0.9 | -0.182
CC(=O)Nc1nc(C)c(Oc2ccccc2)c(=O)[nH]1 | -5.2 | -5.4 | -11.1 | -7.2 | 4.1 | 12.5 | -5.8 | 1.1 | 0.169
CCCCNC(=O)N(O)C1N(CCCC)C(=O)N(CC(=O)OC)C1(C)C (centres undefined) | x | 5.5 | x | -7.5 | -6.2 | 6.8 | x | x | -0.484
Cc1cc2cc(NC(=O)c3ccco3)ccc2[nH]1 | 3.9 | 0.3 | -0.2 | -4.2 | 1.7 | 12.2 | 33.8 | 0.7 | 0.123
Cc1ccc(C(c2nnnn2CS(=O)(=O)c2ccc(C)cc2)N2CCC(C(N)=O)CC2)cc1 (centres undefined) | -15.0 | 2.7 | 5.1 | -5.6 | -2.3 | 15.0 | 0.4 | 1 | -1.12
Cc1[nH]c2ccccc2c1C(=O)CSc1nc2cc(S(=O)(=O)N3CCCCC3)ccc2o1 | 12.4 | -1.8 | 9.4 | -5.6 | 4.8 | 11.2 | 60.2* | 0.4 | 1.3
COC(=O)CNC(=O)c1c(-c2c(Cl)cccc2Cl)noc1C | -0.1 | -1.1 | 5.2 | -1.0 | 3.0 | -1.1 | 47.5 | 0.5 | -0.483
Cc1cc(NCCCn2ccnc2)n2ncc(-c3ccccc3)c2n1 | 18.6 | 8.3 | 38.1* | -12.5 | -7.8 | 5.9 | 98.9* | 0 | 0.437
CC(c1ccco1)N(C(=O)c1ccc(S(=O)(=O)N2CCCCC2)cc1)c1ccccn1 (centres undefined) | -1.4 | 7.6 | 5.3 | -4.8 | -2.9 | 3.8 | 59.1* | 0.4 | 1.71
O=c1[nH]c(-c2ccc(Cl)cc2)nc2c1cnn2-c1ccccc1 | 5.5 | 9.3 | 18.4 | -6.4 | -4.2 | 4.7 | 9.7 | 0.9 | x
Cc1ccc(-c2nc(C3CCCN(S(=O)(=O)c4ccc(C)cc4)C3)no2)cc1 (centres undefined) | 1.7 | x | 16.4 | -0.7 | x | -15.2 | 57.8* | 0.4 | 2.46
O=C(CSc1nc2cccnc2n1Cc1ccccc1)NCc1ccco1 | 0.1 | -11.2 | -2.2 | 1.4 | 12.0 | -2.4 | 58.5* | 0.4 | -0.283

A second format for 5 compounds above:
SMILES	PostGolgi yeast	sEH inhibitor	PostGolgi ctrl	S1P2 agonist	sEH activator	S1P2 antag	CYP2C19 inh	CYP2C19 activ	hDAT+cocaine
Cc1cc(CNC(=O)Cc2c(F)cccc2Cl)nn1C	23.0	5.3	-8.3	-6.1	-2.8	7.6	8.1	0.9	-0.182
CC(=O)Nc1nc(C)c(Oc2ccccc2)c(=O)[nH]1	-5.2	-5.4	-11.1	-7.2	4.1	12.5	-5.8	1.1	0.169
CCCCNC(=O)N(O)C1N(CCCC)C(=O)N(CC(=O)OC)C1(C)C (centres undefined)	x	5.5	x	-7.5	-6.2	6.8	x	x	-0.484
Cc1cc2cc(NC(=O)c3ccco3)ccc2[nH]1	3.9	0.3	-0.2	-4.2	1.7	12.2	33.8	0.7	0.123
Cc1ccc(C(c2nnnn2CS(=O)(=O)c2ccc(C)cc2)N2CCC(C(N)=O)CC2)cc1 (centres undefined)	-15.0	2.7	5.1	-5.6	-2.3	15.0	0.4	1	-1.12

The listing continues.
SMILES | PostGolgi yeast | sEH inhibitor | PostGolgi ctrl | S1P2 agonist | sEH activator | S1P2 antag | CYP2C19 inh | CYP2C19 activ | hDAT+cocaine
CC(C(=O)Nc1ccccc1-c1ccccc1)N1CCOCC1 (centres undefined) | 1.8 | -5.5 | -1.8 | -0.1 | 3.4 | 4.0 | x | x | 0.842
Cc1cc2ncn(CC(O)COc3cccc(C(=O)O)c3)c2cc1C (centres undefined) | 35.2* | x | -6.7 | -4.9 | x | 9.1 | -13.4 | 1.1 | 0.157
CN=C1c2cc3cc(OC)ccc3n2CCN1Cc1ccccc1 | 10.6 | 0.5 | 3.1 | -6.1 | 0.3 | 6.8 | 9.6 | 0.9 | x
Cc1ccc(Cn2cccc(NC(=O)c3ccco3)c2=O)cc1 | 21.0 | 7.3 | 7.1 | -5.5 | -7.7 | 3.2 | 72.5* | 0.3 | -0.0304
CCc1oc(C(=O)O)cc1COC | -21.4 | x | 32.8* | -5.6 | x | 0.9 | 0.0 | 1 | 0.868
NC(=O)CN1CCOCCOCCN(CC(N)=O)CCOCCOCC1 | x | 5.1 | x | -2.9 | -2.6 | 9.6 | x | x | 0.000273
O=C(NCc1ccco1)c1ccc(Cn2c(=O)c3ccccc3n(Cc3ccc(Cl)cc3)c2=O)cc1 | 15.1 | 3.2 | 29.0 | -6.5 | -1.0 | -5.4 | 76.1* | 0.2 | 0.899
Cn1c(SCC(=O)N2CCCc3ccccc32)nnc1-c1cccs1 | 1.1 | -8.0 | -4.7 | -4.9 | 6.8 | 8.6 | 46.9 | 0.5 | -0.52
CCc1ccc(S(=O)(=O)N2CC(=O)Nc3ccccc32)cc1 | -2.2 | 16.3 | 11.8 | -8.0 | -15.9 | 8.5 | 74.2* | 0.3 | -0.244
COc1ccc(C2C=C(c3ccc(Br)cc3)Nc3nc(NS(C)(=O)=O)nn32)cc1 (centres undefined) | 4.4 | 5.6 | -3.7 | -7.5 | -5.5 | 11.9 | 3.9 | 1 | x
Cc1ccc(C(=O)NCCCC(=O)O)o1 | -1.8 | -9.9 | -4.5 | -3.1 | 7.8 | 8.4 | 0.6 | 1 | x
COC(=O)NCC12CC3CC(C1)CC(CNC(=O)OC)(C3)C2 | 0.0 | x | 33.5* | x | x | x | 37.5 | 0.6 | -1.23
O=C(NCc1ccccc1)c1cnsn1 | -5.4 | -15.1 | -9.3 | -2.4 | 14.3 | 23.7 | -2.2 | 1 | -1.78
Cc1cc(/C=N/NC(=O)CC2(C)OCCO2)c(C)n1-c1ccc(Cl)c(Cl)c1 | x | 5.9 | x | 0.2 | -2.3 | -10.7 | x | x | 0.043

Assay outcomes: PubChem BioAssay, several laboratories
